Bioassay records deposited in PubChem by National Center for Advancing Translational Sciences (NCATS).
12-LOX inh = blocks human arachidonate 12S-lipoxygenase; P18054; purified 12hLO, xylenol orange hydroperoxide absorbance; Potency, µM (titrated, usually from 108 µM), for the others: at the top dose activity change, negative = inhibition, usual class: inhibitors; 580,000 tested, 1.1% active; active means well fitted inhibition curve with a large enough effect; inconclusive means small, poorly fitted or top-dose-only effect, or another doubt; inactive means no such curve, though single readings can be large or run the other way
Target sequence (P18054 whole entry, looked up): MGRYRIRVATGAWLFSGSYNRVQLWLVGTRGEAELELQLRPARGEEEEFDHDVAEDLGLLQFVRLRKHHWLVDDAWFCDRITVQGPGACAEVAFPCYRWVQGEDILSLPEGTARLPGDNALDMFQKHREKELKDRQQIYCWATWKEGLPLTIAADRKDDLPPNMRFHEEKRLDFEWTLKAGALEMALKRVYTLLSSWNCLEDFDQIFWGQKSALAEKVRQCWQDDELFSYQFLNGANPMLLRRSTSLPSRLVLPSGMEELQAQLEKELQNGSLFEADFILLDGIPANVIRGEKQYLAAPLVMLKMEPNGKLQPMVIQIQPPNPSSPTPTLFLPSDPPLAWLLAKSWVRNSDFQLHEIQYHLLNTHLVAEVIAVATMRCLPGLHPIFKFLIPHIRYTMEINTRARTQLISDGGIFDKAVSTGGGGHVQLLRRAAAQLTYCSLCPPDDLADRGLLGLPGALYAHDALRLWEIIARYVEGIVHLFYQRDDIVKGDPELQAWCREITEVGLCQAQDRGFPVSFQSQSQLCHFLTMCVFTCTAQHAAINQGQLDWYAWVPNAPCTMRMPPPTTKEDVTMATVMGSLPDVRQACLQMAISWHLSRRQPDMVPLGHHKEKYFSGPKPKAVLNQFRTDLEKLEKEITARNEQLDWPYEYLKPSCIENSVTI
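Purified human 12hLO at 150 nM in 25 mM Hepes, 0.01% Triton X-100, pH 7.0, preincubated 15 min at room temperature with compound. Reaction started with 40 uM arachidonic acid, 30 min at room temperature. Hydroperoxide measured by Fe-xylenol orange, 573/405 nm absorbance ratio.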
An asterisk follows results filed as active; u = inconclusive; & = joins results of further samples; [ ] = dose if it differs, or a comment. On the % scale 0 is the no-effect control and ±100 the full control effect; potency means the concentration at half of the fitted maximal effect. Only part of the results is shown. The share of hits here may be higher or lower than overall.

| compound | 12-LOX inh |
| --- | --- |
| CC1CC(C)CN(Cc2ccccc2C#N)C1 (stereo not drawn) | 21% |
| Cc1ccc(-c2nc(CN(C)CC(=O)N(C)C)co2)cc1 | -24% |
| Cc1ccc(-c2csc(NC(=O)COC(=O)c3ccc(F)cc3Cl)n2)cc1 | -6% |
| CCOc1ccc(NC(=O)COc2ncnc3ccc(Br)cc23)c([N+](=O)[O-])c1 | 28% |
| CC(C)(C)c1ccc(-c2nnc(SCC(=O)N3CCC3)n2C2CCCC2)cc1 | -28% |
| CCCCNC(=O)NC(=O)CN(C)CCCc1ccccc1 | u |
| CC(=O)N1CCC2(CC1)CCN(c1ccccc1)CC2 | -7%[57.4 µM] |
| O=C(O)C[C@@H]1CCN(C(=O)c2ccnc(Cl)c2)C[C@@H]1CCN1C[C@@H]2C[C@H](C1)c1cccc(=O)n1C2 | 8% |

The last 4 records of the part before open the next one:
| compound | 12-LOX inh |
| --- | --- |
| CC(C)(C)c1ccc(-c2nnc(SCC(=O)N3CCC3)n2C2CCCC2)cc1 | -28% |
| CCCCNC(=O)NC(=O)CN(C)CCCc1ccccc1 | u |
| CC(=O)N1CCC2(CC1)CCN(c1ccccc1)CC2 | -7%[57.4 µM] |
| O=C(O)C[C@@H]1CCN(C(=O)c2ccnc(Cl)c2)C[C@@H]1CCN1C[C@@H]2C[C@H](C1)c1cccc(=O)n1C2 | 8% |
| O=S(=O)(NCCO)c1cc(Cl)ccc1Cl | u |
| CCCn1c2ccccc2c2nnc(SCc3ccc(F)cc3)nc21 | -17% |
| CN(Cc1cn(-c2ccccc2)nn1)Cc1cnc2ccccn12 | 50%[activator] |
| O=C(/C=C/c1c(-c2ccccc2)[nH]c2ccccc12)C(F)(F)F | -10% |
| CC(C)NC[C@H]1O[C@@H]2C[C@@H](CC(=O)N3CCC(F)(F)C3)O[C@@H]2[C@@H]1O | 16%[176 µM] |
| COc1cccc(Nc2ncc3ncc(=O)n(C4CC4)c3n2)c1 | 289%[activator] |
| O=C(NCc1cc(F)ccc1F)C1CN(S(=O)(=O)c2cccnc2)CC12CCCCC2 (stereo not drawn) | 16% |
| CC(=O)Oc1cc(OC(C)=O)c2c(C)c(CC(=O)NC(C)c3ccccc3)c(=O)oc2c1 (stereo not drawn) | -19% |

(continued)
| compound | 12-LOX inh |
| --- | --- |
| OC[C@@H]1CNC[C@H]1C1CCN(Cc2ccncc2)CC1 | 9% |
| CCOc1ccc(-c2[nH]nc3c2C(c2cc(OC)c(OC)cc2OC)C(C#N)=C(N)O3)cc1OC (stereo not drawn) | u |
| Cc1nc(CC2CCN(C(=O)c3ccsc3)CC2)n[nH]1 | 25% |
| COc1ccc(C(=O)N2CCCN(c3cc(-c4ccc(F)cc4)[nH]n3)CC2)cc1OC | 35%[activator] |
| C=CCc1ccccc1OCCN(C)Cc1ncnn1CC | 38%[activator] |
| CCOC(=O)c1cccc(NC(=O)O[C@@H]2CO[C@H]3[C@@H]2OC[C@@H]3n2nnnc2SC2CCCC2)c1 | 15% |
| Cc1cnc2c(S(=O)(=O)NC3CCCCC3)cccc2c1 | 22% |
| Cc1ccc(C)c(CN2CCn3nnc(-c4nc(-c5ccsc5)no4)c3C2=O)c1 | -18% |

Carrying on:
| compound | 12-LOX inh |
| --- | --- |
| c1ccc(NCCN2CCCC2)cc1 | u |
| Cc1nn(C)cc1CN(C)C(=O)CCn1nc(C(F)(F)F)c(Br)c1C | 6% |
| COCC(=O)NC1CCN(c2nc3ncccc3o2)CC1 | 20%&14%[176 µM] |
| CC(=O)c1c(C)[nH]c(C(=O)C(C)Sc2ccc3c(c2)OCCCO3)c1C (stereo not drawn) | 3% |
| CC(C)(C)c1ccc(C(=O)N2CCC(c3nc(C4CCOC4)no3)CC2)cc1 (stereo not drawn) | 8% |
| O=C(N[C@H](Cc1ccccn1)C1CC(O)C1)c1scc2c1OCCO2 (stereo partly drawn) | 0% |
| CCC(NC(=O)c1ccc[n+]([O-])c1)c1ccc(C)cc1 (stereo not drawn) | -5% |
| COc1ccc(C(=O)Nc2ccc3oc(-c4ccncc4)nc3c2)cc1OC | u |

Following part:
| compound | 12-LOX inh |
| --- | --- |
| Cc1cncc(C(=O)N2CCC3(CC2)CN(C2CCC2)CC3CO)c1 (stereo not drawn) | 64%[activator] |
| CC1=NS(=O)(=O)N(C)C=C1C(=O)OCc1nc(-c2ccc(C(F)(F)F)cc2)no1 | 44%[activator] |
| N#Cc1ccccc1CN1CCCCCCNC(=O)CC1 | 34%[activator] |
| CC(C)S(=O)(=O)NCC1CCCN(C(=O)c2ccc3ccccc3n2)C1 (stereo not drawn) | 23% |
| Fc1ccccc1CN1CCOC[C@H](Oc2cccnc2)C1 | -22%[176 µM] |
| CN(C)C1(CNC(=S)NCCc2ccccc2)CCCCC1 | 22% |
| CCONC(=O)C(NC(=O)Cc1ccc2ccccc2c1)C(C)C (stereo not drawn) | 6% |
| CC(Oc1ccc(C#N)cc1)C(=O)c1cccc(Cl)c1 (stereo not drawn) | u |

Going on with the list:
| compound | 12-LOX inh |
| --- | --- |
| COc1ccc(C(=O)N2CCC(n3cc(-c4nc(C(C)C)no4)nn3)C2)cc1OC (stereo not drawn) | 1% |
| O=C(Cc1c[nH]c2ccccc12)N1CCCN(c2cc(-c3ccc(Cl)cc3)[nH]n2)CC1 | 5% |
| Cc1c(-c2ccc(Br)cc2)c(=O)oc2ccc(OS(=O)(=O)c3ccccc3)cc12 | 8% |
| Cc1ccc2nc(C)c(C(=O)NCc3ccc(N4CCC(C)CC4)nc3)cc2c1 | 14% |
| CN(C)[S+](=O)([O-])c1ccc2c(c1)OCCN(Cc1cccc(Cl)c1)C2 | -26%[176 µM] |
| O=C(CN1CC2CC(C1)[C@H]1CCCC(=O)N1C2)NCc1ccc(N2CCOCC2)cc1 (stereo partly drawn) | 47% |
| CC1=C[C@@H](CNCCN2CCNC2=O)[C@H](C(C)C)C[C@H]1Cc1nnc(-c2cccnc2)o1 | 13% |
| O=C1Nc2ccccc2CC12CN(Cc1ccc(F)c(F)c1F)C2 | 3%[6.33 µM] |

4 entries from above, with each value named:
CN(Cc1cn(-c2ccccc2)nn1)Cc1cnc2ccccn12
  12-LOX inh: 50%[activator]
O=C(O)C[C@@H]1CCN(C(=O)c2ccnc(Cl)c2)C[C@@H]1CCN1C[C@@H]2C[C@H](C1)c1cccc(=O)n1C2
  12-LOX inh: 8%
Cc1ccc(C)c(CN2CCn3nnc(-c4nc(-c5ccsc5)no4)c3C2=O)c1
  12-LOX inh: -18%
CC1CC(C)CN(Cc2ccccc2C#N)C1 (stereo not drawn)
  12-LOX inh: 21%

More results.
| compound | 12-LOX inh |
| --- | --- |
| CCc1ccc(C(=O)Oc2ccc(OC(=O)c3ccc(CC)cc3)c(-c3ccccc3)c2)cc1 | 6% |
| CCN(CC)C(=O)Oc1ccc2c(=O)c(-c3ccccc3)c(C(F)(F)F)oc2c1 | -2% |
| CCOc1ccc(CNC(=O)c2ccc3nc(Cc4ccccc4F)oc3c2)cc1OC | 7% |
| CC1CCc2nc3ccccc3c(C(=O)Nc3ccccc3F)c2C1 (stereo not drawn) | -10% |
| Cc1csc(NC(=O)[C@@H]2CCC[C@@H](NCc3cccnc3)CN(C)C(=O)C2)n1 | 34%[176 µM] |
| O=C(c1cccc2[nH]ccc12)N1CC(Oc2ccc(-c3nc(-c4ccccc4)no3)cc2)C1 | 22% |
| Cc1[nH]nc2c1C(c1cccc(C(F)(F)F)c1)N(Cc1ccccc1)C2=O (stereo not drawn) | 25% |
| CN1CCN(Cc2cc(F)cc(Cl)c2)CC12CCNC(=O)CC2 (stereo not drawn) | 51%[activator] |

New compounds follow
compound | 12-LOX inh
N#C/C(=C\c1ccc(OC(=O)c2ccc(Br)cc2)cc1)C(=O)Nc1ccccc1C(F)(F)F | u
COc1ccc(NC(=O)N2CCN(Cc3ccccc3C)CC2)cc1OC | 13%
COc1ccccc1NC(=O)c1cc2c(s1)CN(C(C)C)C2 | 5%
Cc1ccc(-n2nc(-c3noc(C(=O)N4CCC(c5ccccc5)C4)n3)c(=O)n(C)c2=O)cc1 (stereo not drawn) | -9%
CN(Cc1ccccc1)c1oc(/C=C/c2ccccc2)nc1C#N | u
Cc1cc(Nc2cccc([N+](=O)[O-])c2)c2cc(Cl)ccc2n1 | u
CCCN1CCN(CCO)CC1 | -15%
COc1ccc(NC(=O)N2C[C@@H]3C[C@H](C2)c2ccc(NC(=O)COc4ccccc4)c(=O)n2C3)cc1 | 8%
CC(C)CNC(=O)c1ccc(N2CC3CC(C2)[C@H]2CCCC(=O)N2C3)nc1 (stereo partly drawn) | 41%[activator]
COc1ccccc1CNC(=O)c1cc2cn(C(C)C)cc2s1 | 18%
CCN(CC)C(=S)SCCOc1cccc(C)c1 | 2%
CCc1ccccc1NC(=O)Nc1ccc2nc(NS(C)(=O)=O)sc2c1 | u
CC(C)c1cc(Cn2c3ccccc3c(=O)n2C(C)Cn2cc(COc3ccccc3)nn2)on1 (stereo not drawn) | 1%
Cc1ccc(Cn2nc(C)c(NC(=O)COCc3cc(-c4cccs4)on3)c2C)cc1 | -23%
O=S(=O)(NC1CCSc2c(F)cccc21)c1ccc(F)cc1 (stereo not drawn) | -5%
CN(CCc1ccccc1)C(=O)c1cc(-c2ccc[nH]2)n[nH]1 | 42%
Cc1ccc2nc(CO[C@H]3CN(CC(C)(C)C)C[C@H]3F)[nH]c2c1 | 40%[activator][176 µM]
COC(=O)[C@]1(C#N)[C@H](C)C(=O)N(C(C)C)[C@@H]1c1ccc(OC)cc1 | 32%[activator]
COc1ccccc1CC(=O)N1CCc2c(nc3cc[nH]n3c2=O)C1 | 34%[activator]
Cc1cnc(NC(=O)c2ccc3c(c2)OCCN(c2ccccc2)C3)s1 | 64%[activator][176 µM]
O=C1N2CCCC2CN1C1CCN(Cc2ccc(C(F)(F)F)cc2)CC1 (stereo not drawn) | 35%[activator]
CN(C)c1ncnc2ccc(-c3cccc(C#N)c3)cc12 | -9%
N#CC(C#N)=C(Nc1ccc(Oc2ccccc2)cc1)C(F)(F)C(F)(F)F | 10%
Cc1c(C(=O)Nc2ccc3c(c2)C(=O)OC3)nnn1-c1ccc(Br)cc1 | -6%
CSc1ccc(-c2ccc3c(c2)C(=O)N2CCN(C(=O)CCC(=O)O)C[C@@H]2C(=O)N3)cc1 | 5%
NCc1ccccc1-c1ccsc1 | -2%[12.5 µM]
Cc1cc(SCC(=O)NC23CC4CC(CC(C4)C2)C3)nc2ccccc12 | -21%
Cc1nn(-c2ccccc2[N+](=O)[O-])c(C)c1[C@@H]1C=C[C@@H](NS(=O)(=O)c2ccccc2)C1 | u
Cc1nn2c(c1-c1ccccc1C(C)C)N(C(=O)c1cccc(C#N)c1)CCC2 | -3%[176 µM]
CCC(c1cccs1)N1C(=O)[C@H]2CN(S(=O)(=O)c3cc(C)ccc3C)C[C@H]2C1=O (stereo partly drawn) | 1%

Some of these compounds in order of length of the SMILES, high to low.
compound | 12-LOX inh
N#CC(C#N)=C(Nc1ccc(Oc2ccccc2)cc1)C(F)(F)C(F)(F)F | 10%
Cc1cc(SCC(=O)NC23CC4CC(CC(C4)C2)C3)nc2ccccc12 | -21%
NCc1ccccc1-c1ccsc1 | -2%[12.5 µM]

(further entries)
compound | 12-LOX inh
COc1ccccc1CCNC(=O)[C@@H]1CNC[C@H]1COc1cccnc1 | -6%
COc1ccc(OC)c(NC(=O)Cn2c(-c3cnccn3)nc(C)c(CCO)c2=O)c1 | 5%
CC(C)CCNC(=O)c1cnc2n1CCN(Cc1ccc(C(C)C)cc1)CC2 | 8%[176 µM]
CCOCc1nc(C2CCCN(C(=O)c3ccccc3C)C2)no1 (stereo not drawn) | 12%
O=C(NCCc1c[nH]c2ccccc12)c1c(OCC2CC2)cc(=O)n2c1CCOCC2 | 7%
COC[C@@H]1CN(C(=O)c2ncccc2C)C[C@H]1c1ccncc1 | 7%
Cc1ccc(S(=O)(=O)NC2CCN(S(C)(=O)=O)CC2)c(Br)c1 | 9%
FC(F)Oc1ccc(C2CC(c3ccc(Br)cc3)n3nnnc3N2)cc1 (stereo not drawn) | -23%
Cc1nc2nc(NCc3cc(F)cc(F)c3)[nH]n2c(=O)c1C | 3%
CN1CCCCC(NC(=O)C(C)(C)C)C1=O (stereo not drawn) | -1%
COc1ccc(Cn2c(=O)[nH]c3cccnc32)cc1 | 10%[176 µM]
CC(C)(C)c1ccccc1NC(=O)CCc1c[nH]c2ccccc12 | -10%
O=C(NC1CC1)c1ccccc1OCC1CCCN(Cc2ccncc2F)C1 (stereo not drawn) | 57%[activator]
O=S1(=O)C[C@H](N2CCN(c3ccccc3F)CC2)[C@@H](S(=O)(=O)c2ccccc2)C1 | -35%
O=S(=O)(NCC1(COc2ccc(C(F)(F)F)cn2)C[C@@H](O)[C@@H](O)C1)c1ccc(F)cc1 (stereo partly drawn) | u
N#Cc1cccc(C(=O)OCc2cc(-c3ccc(Cl)cc3)no2)c1 | 4%
CSc1ccc(-c2ccc3c(c2)C(=O)N2CC[C@H](NC(=O)C4CCCC4)[C@H]2C(=O)N3)cc1 | u
CN(C)C(=O)N[C@@H]1CN[C@H](CO)C1 | 57%[activator]
CCOc1ccc(C(=O)NC2CCN(c3cnn(CC4CC4)c(=O)c3)CC2)cc1 | 41%[activator]
CC1CCCC(NC(=O)c2ccc(F)cc2F)C1C (stereo not drawn) | u
NC(=O)CNC(=O)C1=C[C@@H](NC(=O)Nc2cccc(F)c2)[C@@H](O)[C@H](O)C1 | 42%[176 µM]
O=S(=O)(CCN1CCC2(CC1)OCCO2)c1ccccc1 | 43%
COC(=O)N1Cc2ccnnc2CC1c1ccccc1-c1ccc(F)cc1 (stereo not drawn) | -5%
Fc1ccc(Sc2cc(-c3ccccc3)c3ccccc3n2)cc1 | -22%
O=C(NCC1(c2ccccc2)CCC1)c1cc2ccccc2oc1=O | 36%[activator]
O=C(CCc1c[nH]c2ccccc12)OCC(=O)c1ccc2ccccc2c1 | u
Cc1ccc(S(=O)(=O)N2CCN(C3CCN(CCc4ccccc4)C3=O)CC2)cc1C (stereo not drawn) | 43%[activator]
CCc1ccc(NC(=O)C(C)C2CCOCC2)cc1 (stereo not drawn) | 8%
